STK33 kinase inh: human STK33 kinase inhibition; Q9BYT3; AID 2661; purified STK33, MBP phosphorylation, ADP-Glo luminescence; inhibition, % at 10 µM; actives 0.073% (n = 320,000);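 active means inhibition at or above 25%, using the most active replicate where run in duplicate; inactive means inhibition below 25%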
OX1R antag: OX1R (human) antagonism; actives 1.8% (n = 330,000); OX1R-expressing cells, FRET antagonist read-out; inhibition, % at 6.6 µM; in the data active means inhibition mostly above about 38%, no sharp cut-off; inactive means mostly below about 40%;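 further: 0% = agonist challenge alone and 100% = reference antagonist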
KCNQ2 inh: KCNQ2 potassium channel inhibitors, primary screen, cell-based, CHO-K1, FluxOR thallium flux, B-score (AID 2156) | 20 min; stronger effect = lower value | actives 1.1% (n = 310,000) | B-score at 10 µM;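 active means fluorescence ratio B-score at most minus 3 library SDs, with starting brightness B-score within 2 library SDs, cut at about -5.5 in these data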
Target sequence (O88943 whole entry, looked up): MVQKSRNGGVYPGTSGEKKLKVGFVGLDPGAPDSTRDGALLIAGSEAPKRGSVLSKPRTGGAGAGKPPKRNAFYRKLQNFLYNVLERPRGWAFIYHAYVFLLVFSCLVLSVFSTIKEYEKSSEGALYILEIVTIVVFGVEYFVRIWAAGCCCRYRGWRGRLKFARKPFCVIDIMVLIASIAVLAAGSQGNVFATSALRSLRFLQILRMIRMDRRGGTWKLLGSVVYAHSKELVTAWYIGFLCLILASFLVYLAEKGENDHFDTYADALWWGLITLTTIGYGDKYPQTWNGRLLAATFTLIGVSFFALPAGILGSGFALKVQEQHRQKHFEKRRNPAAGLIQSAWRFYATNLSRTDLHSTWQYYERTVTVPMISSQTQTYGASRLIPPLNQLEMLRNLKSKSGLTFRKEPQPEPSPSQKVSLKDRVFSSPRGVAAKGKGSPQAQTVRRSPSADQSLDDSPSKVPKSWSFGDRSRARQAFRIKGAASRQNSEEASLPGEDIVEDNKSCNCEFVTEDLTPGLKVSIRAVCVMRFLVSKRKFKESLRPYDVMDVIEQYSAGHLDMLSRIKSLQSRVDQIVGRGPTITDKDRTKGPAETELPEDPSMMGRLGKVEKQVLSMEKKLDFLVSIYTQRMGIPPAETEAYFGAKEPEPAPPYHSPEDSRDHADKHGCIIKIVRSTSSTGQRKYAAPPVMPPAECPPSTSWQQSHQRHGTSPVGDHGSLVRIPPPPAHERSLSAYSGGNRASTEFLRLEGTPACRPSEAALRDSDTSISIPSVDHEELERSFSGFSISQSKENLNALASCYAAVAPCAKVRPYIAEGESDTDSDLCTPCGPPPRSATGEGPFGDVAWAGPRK
* hit, by the source's call; i = inactive; x = not tested or not shown.

SMILES	STK33 kinase inh	OX1R antag	KCNQ2 inh
O=C(Cn1ncc2c3ccccc3n(Cc3ccc(F)cc3)c2c1=O)N1CCN(c2ncccn2)CC1	-2.0	7	i
CC1CCC2(CC1)NC(=O)N(NC(=O)c1cccc(N(C)C)c1)C2=O (stereo not given)	0.0	-3	x
O=C(COC(=O)/C=C/c1ccccc1)NC1CC1	-1.6	4	x
O=C(O)C(Cc1ccccc1)NC(=O)C(Cc1ccccc1)NC(=O)C12CC3CC(CC(C3)C1)C2 (stereo not given)	-1.2	4	i
C[C@H](NC(=O)C1CCC(CNC(=O)[C@@H]2CCCN2C(=O)OC(C)(C)C)CC1)C(=O)O (stereo not given in full)	-1.5	x	i
C/C(=C\c1cccs1)C(=O)c1c(C)cc(C)[nH]c1=O	-0.4	26	i
O=S(=O)(Cc1c(F)cccc1Cl)c1ncn[nH]1	-1.1	20	i
COc1c2ccccc2c(OC)c2ccccc12	-2.0	16	i
Cc1ccccc1-c1nc(CS(=O)(=O)CC(=O)NC2CC2)c(C)o1	-0.1	-3	i
COc1ccc(CCN2CC(C(=O)NCCc3ccccc3C)CCC2=O)cc1 (stereo not given)	x	9	i
Oc1ccc(F)c2cccnc12	-0.3	13	i
CCCCn1nnc(NC(=O)COc2cc(C)ccc2C(C)C)n1	-0.7	13	i

Quoted at random: three entries already listed
SMILES	STK33 kinase inh	OX1R antag	KCNQ2 inh
CCCCn1nnc(NC(=O)COc2cc(C)ccc2C(C)C)n1	-0.7	13	i
C[C@H](NC(=O)C1CCC(CNC(=O)[C@@H]2CCCN2C(=O)OC(C)(C)C)CC1)C(=O)O (stereo not given in full)	-1.5	x	i
COc1c2ccccc2c(OC)c2ccccc12	-2.0	16	i

Next results
SMILES	STK33 kinase inh	OX1R antag	KCNQ2 inh
Cc1ccc(C(=O)NNC2=Nc3cc([N+](=O)[O-])ccc3OC2)cc1	-0.3	47	i
Cc1[nH]c2ccccc2c1/C=N\NC(=O)Cn1nnc(-c2ccccc2)n1	-0.8	11	i
CCOC(=O)C1(Cc2ccc(Cl)cc2)CCN(C(=O)C2CCCO2)CC1 (stereo not given)	-0.9	14	i
CCN1CCN(S(=O)(=O)c2ccc(Cl)c(C(=O)Nc3ccccc3N3CCCC3)c2)CC1	-1.6	1	i
COC(=O)C(Cc1cccc(C)n1)(c1ccccc1)c1ccccc1	-1.0	x	i
COC(=O)Cc1ccc(NC(=S)N2CCN(CCO)CC2)cc1	-1.4	2	i
CCOC(=O)[C@H]1[C@H]2COc3cc(OC)ccc3[C@@H]2N2C(=O)CN(C)C(=O)[C@@]12C	-0.7	10	x
C/C(=N\Nc1nc(N)cc(Cl)n1)c1cccc([N+](=O)[O-])c1	-1.0	16	i
CCN(CC(=O)Nc1ccc(NC(C)=O)cc1)CC(=O)Nc1cccc(Cl)c1	1.8	-2	i
O=C(c1ccccc1)N1CCN(C2c3cccc4cccc(c34)C2NS(=O)(=O)c2ccccc2)CC1 (stereo not given)	1.3	8	i
CC(Sc1ncn[nH]1)C(=O)NCc1ccccc1 (stereo not given)	0.2	11	i
CN(C(=O)C1CCCCC1)C1(C)CCS(=O)(=O)C1 (stereo not given)	1.0	24	i
CC(C)c1onc(C(=O)Nc2cccnc2Cl)c1[N+](=O)[O-]	0.3	6	i
Cc1ccc(C)c(OCC(=O)Nc2cc(C)on2)c1	-0.1	3	i
CCc1ccc(OCc2nnc(SCC(=O)NCC3CCCO3)n2C)cc1 (stereo not given)	-0.5	25	i
COc1ccccc1CNC(=O)CSc1nnc2c(Cl)cc(C(F)(F)F)cn12	-0.7	13	i
CSc1ccccc1C(=O)NCC1CCCO1 (stereo not given)	-0.8	8	i
CCOC(=O)c1cc(-c2ccccc2)nn1CC1CC(c2ccc(Cl)cc2)=NO1 (stereo not given)	-2.4	20	i
O=C(NC1CCCCC1)C(c1ccc2ncccc2c1)N(Cc1ccc2c(c1)OCO2)C(=O)c1ccc2c(c1)OCCO2 (stereo not given)	0.7	32	i
CNC(=O)Cn1ncc2c3ccccc3n(C)c2c1=O	-0.5	-4	i
CCCCCCCCCCCCN1[C@@H](CC(=O)OC)c2cc(F)ccc2S1(=O)=O	1.8	10	i
O=S(=O)(/N=C(\Sc1ccc(Cl)cc1)c1ccccc1)c1ccccc1	-0.4	-2	i
CC(=O)Nc1ccc(NC(=O)c2ccc(COc3ccccc3)cc2)cc1	0.3	10	i
O=S(=O)(NCC1CCCN(Cc2ccccc2O)C1)c1cccc2cccnc12 (stereo not given)	-0.4	24	i
Cn1c(=O)n(C)c2cc([N+](=O)[O-])c(N3CCN(C(=O)c4cccc(Cl)c4)CC3)cc21	-0.1	29	i
CCOc1ccc(/C(C)=N\NC(=O)Cc2ccccc2)cc1	-1.6	12	i
COc1cccc(Nc2c(F)c(F)c(F)c(F)c2C(=O)O)c1	-1.0	25	i
O=C(Nc1ccn(Cc2ccc(F)cc2)n1)c1ccncc1	-0.7	9	i
CCn1nc(C)c(NS(=O)(=O)c2ccc(C)cc2)c1C	-1.7	1	i
COc1ccccc1NC(=O)c1coc(=O)c(Br)c1	-1.4	15	i
CCOC(=O)c1cnc(SC)nc1Sc1cc(Cl)ccc1Cl	-5.3	10	i
CC(=O)Nc1ccc(C(=O)Nc2ccncc2)cc1	-2.7	8	i
O=C(Nc1ccc(F)c(Cl)c1)N1CCCCCC1	1.5	15	i
O=C(CNC(=O)c1ccco1)NNC(=O)c1cccc(Cl)c1	1.3	0	x
Cn1nc(-c2ccccc2)cc1NC(=O)c1ccccc1	0.4	-2	i
CCC(Sc1nc2cc3c(cc2c(=O)n1Cc1ccco1)OCO3)C(=O)Nc1cccc(OC)c1 (stereo not given)	-0.2	15	i
COc1ccc(C2SCC(=O)N2c2nnc(C34CC5CC(CC(C5)C3)C4)s2)cc1 (stereo not given)	-0.1	12	i
Cn1c(SCc2ccccc2)nnc1C1CCCNC1 (stereo not given)	-2.1	9	i
COc1ccc(C2SCCN2S(=O)(=O)c2ccc(NC(C)=O)cc2)cc1OC (stereo not given)	-0.1	4	i
O=C(NCCc1ccccc1)NC(Cc1ccccc1)C(=O)O (stereo not given)	-1.6	x	i
O=C(/C=C/c1ccc([N+](=O)[O-])cc1)NC1CC2CCC1C2 (stereo not given)	0.7	39	i
COc1ccc(/C=C2\SC(=S)N(CCCC(=O)Nc3ccc(O)cc3)C2=O)cc1	-0.6	19	i
O=C(Nc1c(S(=O)(=O)c2ccc(Cl)cc2)csc1Br)c1ccccc1Cl	-2.3	1	i
O=C(CC1C(=O)NCCN1Cc1cccc(F)c1F)NCCCC1CCCC1 (stereo not given)	-0.9	2	i
CCc1ccccc1NC(=O)CNC(=O)c1cc(C2CC2)nc2c1cnn2C(C)C	-0.3	38*	x
O=c1sc(N2CCN(c3ccccc3F)CC2)nc2ccsc12	0.4	9	i
CCOC(=O)N1CCC(NC(=O)Cn2nc(Cc3ccncc3)c3ccccc3c2=O)CC1	0.2	-4	i
Fc1ccc(NC(=S)Nc2cccnc2)cc1Cl	-0.4	6	i
COc1ccc(NC(=O)CCn2c(=S)[nH]c3ccccc3c2=O)cc1	-1.9	10	i
CCn1c(=N)n(CC(=O)c2ccc(Br)s2)c2ccccc21	0.5	31	i
C=CCOc1ccccc1CNc1cccc(F)c1	5.6	-16	i
Cc1cc(/C=C2\NC(=O)NC2=O)c(C)n1-c1cccnc1	-2.1	11	i
Cc1cc[n+](CC(=O)c2ccccc2)c2ccccc12	0.5	47	i
Cc1ccc(S(=O)(=O)N(C)/N=C/c2ccc(C(=O)O)cc2)cc1	12	27	i
COc1cc(/C=N/O)cc(Br)c1OC	0.3	20	i
O=C(Cc1c(F)cccc1Cl)NNC(=S)Nc1ccc(S(=O)(=O)Nc2ncccn2)cc1	-2.2	17	i
Cc1cccc(Cn2cc3c(=O)n(Cc4cccc(F)c4)nc-3c3ccccc32)c1	-1.4	7	i
COc1ccc(/C=N/n2c(C)cc(C)cc2=O)cc1	-0.8	12	i
CCOC(=O)c1c(C)c(C(=O)N2CCCCCC2)c(C)n1C	-1.0	7	i
O=C(CSCc1ccccc1)NNC(=S)Nc1cccc(Cl)c1Cl	0.0	62	i

Next part.
SMILES	STK33 kinase inh	OX1R antag	KCNQ2 inh
COC(=O)c1c(C)[nH]c(C(=O)C(C)OC(=O)C2CC2C)c1C (stereo not given)	-0.4	-1	x
CCOC(=O)c1n[nH]c2ccccc12	2.3	17	i
Cc1occc1C(=O)N1CCN(c2ccc(Cl)cc2)CC1	6.4	8	i
CCCCN(C(=O)c1cc2c(s1)CCC2)c1c(N)n(CC(C)C)c(=O)[nH]c1=O	0.9	-4	x
C/C=C(\C)C(=O)Nc1cccc(C2=NOC3(C2)C[C@H](C(N)=O)N(C(=O)CC#N)C3)c1 (stereo not given in full)	0.3	18	i
Cc1nn(-c2ccccc2)c(C)c1C(=O)OCC(=O)NCc1ccco1	-1.4	19	i
COc1ccc(-c2ccnc3nc(N4CCOCC4)nn23)cc1	0.4	15	i
CCc1nnc(NC(=O)c2cccc(S(=O)(=O)N3CCc4ccccc43)c2)s1	-0.3	19	i
Cc1cc(C)c2c(=O)[nH]n(C3CCOC(C)(C)C3)c2n1 (stereo not given)	-1.3	5	i
Cc1cc(=O)n2[nH]c(NCc3c(F)cccc3Cl)nc2n1	0.9	15	i
CC(C)C(NC(=O)OC(C)(C)C)C(=O)N1CCCC1C(=O)NC(Cc1ccccc1)C(N)=O (stereo not given)	0.3	5	i
CN(C)C=Nc1nc2ccccc2nc1N1CCCC1	x	25	i
O=C(CNC(=O)c1cccc(F)c1)OCC(=O)N1CCCCC1	0.4	16	i
Cc1cc(N2CCCCC2)n2ncc(-c3ccc(Cl)cc3)c2n1	-0.8	14	i
O=C(NCCN1CCOCC1)C1CCC(=O)N1Cc1ccc(F)cc1 (stereo not given)	-2.1	10	i
C=CC[C@H](CC(=O)N(CCO)Cc1ccccc1)C(=O)N[C@H](COC(=O)[C@@H](CC=C)Cc1ccc(F)cc1)Cc1c[nH]c2ccccc12	-0.5	16	x
CN(C(=O)Nc1ccc(C(C)(C)C)cc1)C1CCCCC1	-0.9	0	i
O=C(Nc1cc(C(=O)N2CCOCC2)ccc1N1CCCC1)c1cccs1	-3.6	22	i
Cc1ccc(N(C(=O)c2ccccn2)C2(C(=O)NC3CCCC3)CCCCC2)cc1	-1.2	3	i
CCOc1c2ccc(C(=O)NCc3ccco3)cc2nn1CC	1.2	14	i
CC(C)n1cc(/C=C2\NC(=O)N(c3cccc(Cl)c3)C2=O)c2ccccc21	-1.1	5	i
CCc1c(C)sc(NC(=O)c2cc(C3CC3)on2)c1C#N	-0.4	11	i
COc1cccc(CC2(CO)CCCN(Cc3ccc(OC)c(C)c3OC)C2)c1 (stereo not given)	0.8	-6	i
CC(C)c1ccc(OCC(=O)N2CCN(c3ccccn3)CC2)c(Br)c1	-2.1	18	i

5 compounds out of the list above, sorted by their value in OX1R antag, descending:
SMILES	STK33 kinase inh	OX1R antag	KCNQ2 inh
C=CC[C@H](CC(=O)N(CCO)Cc1ccccc1)C(=O)N[C@H](COC(=O)[C@@H](CC=C)Cc1ccc(F)cc1)Cc1c[nH]c2ccccc12	-0.5	16	x
Cc1cc(N2CCCCC2)n2ncc(-c3ccc(Cl)cc3)c2n1	-0.8	14	i
CCc1c(C)sc(NC(=O)c2cc(C3CC3)on2)c1C#N	-0.4	11	i
CN(C(=O)Nc1ccc(C(C)(C)C)cc1)C1CCCCC1	-0.9	0	i
COc1cccc(CC2(CO)CCCN(Cc3ccc(OC)c(C)c3OC)C2)c1 (stereo not given)	0.8	-6	i

Continued.
SMILES	STK33 kinase inh	OX1R antag	KCNQ2 inh
COc1cc2c(cc1OC)CN(Cc1cc(=O)n3cc(C)ccc3n1)CC2	-0.2	20	x
CC(C)COc1ccc(C(=O)NNC(=O)CCC(=O)c2cccs2)cc1	-2.4	2	x
CN(CCCNC(=O)C1CCC(=O)N1Cc1ccc(F)cc1)c1ccccc1 (stereo not given)	-2.2	8	i
Cc1ccc(SCCN2CCN(Cc3ccccc3)CC2)cc1	-0.9	10	i
CCn1cc(C(=O)NCCC(=O)NC(C)C)c(=O)c2cc3c(cc21)OCO3	-1.1	0	i
Cc1ccc(C)c(S(=O)(=O)N2CCN(CC(=O)Nc3ccc4c(c3)CCC4)CC2)c1	-0.6	24	i
O=C(OC1CCN(c2ncc(C(F)(F)F)cc2Cl)CC1)c1cccc(C(F)(F)F)c1	1.8	3	i
Cc1cc(OC(C)C(=O)N2CCN(c3ccccc3)CC2)c2c(C)c(C)c(=O)oc2c1 (stereo not given)	0.4	6	i
CCOC(=O)C1=C(CSc2nc3ccccc3s2)NC(=O)NC1c1ccc(OC)cc1 (stereo not given)	-0.6	31	i
Nc1ccc(NC(=O)Nc2ccc(N)cc2)cc1	0.1	x	i
COCCNS(=O)(=O)c1ccc2c(c1)oc(=O)c1cc(S(=O)(=O)NCCOC)ccc12	-4.1	28	i
Cc1ccccc1Nc1nc(CSc2nnnn2-c2ccccc2)cs1	-1.1	43	i
CCn1c(C)c(C2=CCN(S(=O)(=O)c3ccc(C)cc3)CC2)c2ccccc21	-1.0	15	i
CC(=O)c1ccc(Oc2ncnc3sccc23)c(CN2CCOCC2)c1	-1.0	14	i
O=C(C1CC1)N(CCN(Cc1ccccc1)C(=O)C1CC1)Cc1ccccc1	-1.3	11	-7.1*
CC(=O)c1ccc(N2CCN(CC3CCCCC3)CC2)cc1	-0.1	11	i

Another view of part of the listing above:
CCn1c(C)c(C2=CCN(S(=O)(=O)c3ccc(C)cc3)CC2)c2ccccc21
  STK33 kinase inh: -1.0; OX1R antag: 15; KCNQ2 inh: i
CC(=O)c1ccc(Oc2ncnc3sccc23)c(CN2CCOCC2)c1
  STK33 kinase inh: -1.0; OX1R antag: 14; KCNQ2 inh: i
